BRCA1 expr act = activators of BRCA1 expression | MCF7-BRCA1-FFLuc reporter, luminescence, 48 h; response scale: scaled: vehicle 0%, 10 µM genistein 100% | Potency, µM (top dose mostly 46.1 µM), for the others: top-dose activation, usual class: activators | hit rate 1.1% among 380,000; active means well fitted activation curve with a large enough effect; inconclusive means small, poorly fitted or top-dose-only effect; inactive means no such curve, though single readings can be large or run the other way; further: nearly all actives have a fitted effect of over 80% in size; some results filed as inactive show a strong effect at the top dose
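MCF7-BRCA1-FFLuc, 2000 cells/well; 2 h attach, 37 °C/5% CO2; compound 48 h; luciferase substrate 15 min; luminescence end-point. Norm. to genistein 10 microM max activation and DMSO; concentration-response curves fitted.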
* marks the source's active call; other numbers are inactive results; ? = inconclusive; & = joins results of further samples; [ ] = remark or other dose. Potency means the concentration at half of the fitted maximal effect. A portion of the library (hit frequency here may not be typical).

structure	BRCA1 expr act
CN1OC[C@@H]2CN(C(=O)CCc3ccccc3)[C@H](c3ccccc3Br)C[C@@H]21	2.6%
Cc1[nH]c2ccccc2c1C(c1c(C)[nH]c2ccccc12)c1c(C)[nH]c2ccccc12	18.5%
COCCNC(=O)C1(C)CCCN(Cc2csc3ccccc23)C1 (centres undefined)	13.8%
Cc1cccc(-c2cc(NCCc3cccnc3)n3nccc3n2)c1	18.2%
CN(C)c1ncnc2c1ncn2[C@H]1CN(Cc2ccc(Cl)cc2)C[C@@H](CO)O1	7.9%
COc1cc(OC)nc(Nc2nc(C(N)CCc3ccccc3)cs2)n1 (centres undefined)	-5.2%
Fc1cccc(Cc2c(-c3ccco3)nc3ccc(Cl)cn23)c1	4.2%
CCc1nc2ccc(C(=O)NCCc3ccccn3)cn2c1N(CC)Cc1cccc(Br)c1	-34.5%
C[C@@H]1CN([C@@H](C)CO)C(=O)c2cc(-c3ccncc3)cnc2O[C@H]1CN(C)C(=O)c1cccc(F)c1	-3.7%
O=C1c2ccccc2C(c2nnnn2C2CCCCC2)N1CCc1ccc(O)cc1 (centres undefined)	-3.9%
COc1cccc(C(=O)N2CCC[C@H]2C(=O)N2CCC[C@H]2C(=O)NCc2ccncc2)c1	4.1%
Cc1ccc(-c2nn(-c3ccccc3)cc2C=C2SC(=S)N(CCS(=O)(=O)O)C2=O)cc1	-55.2%

Brought forward from above: four entries, then new ones.
structure	BRCA1 expr act
C[C@@H]1CN([C@@H](C)CO)C(=O)c2cc(-c3ccncc3)cnc2O[C@H]1CN(C)C(=O)c1cccc(F)c1	-3.7%
O=C1c2ccccc2C(c2nnnn2C2CCCCC2)N1CCc1ccc(O)cc1 (centres undefined)	-3.9%
COc1cccc(C(=O)N2CCC[C@H]2C(=O)N2CCC[C@H]2C(=O)NCc2ccncc2)c1	4.1%
Cc1ccc(-c2nn(-c3ccccc3)cc2C=C2SC(=S)N(CCS(=O)(=O)O)C2=O)cc1	-55.2%
CC(C)(C)c1ccc(C(=O)N2CCC2(C)C(=O)Nc2ccc3[nH]ncc3c2)cc1 (centres undefined)	-1.1%
CNc1cncc(-c2c(OC)cccc2OC)n1	-4.7%
Nc1cc(C(=O)N2CCN(c3ccccc3Cl)CC2)ccc1N1CC2CC(C1)c1cccc(=O)n1C2 (centres undefined)	-24.5%
CCCCC[C@@H]1CCCCC[C@@H](O)C[C@@H](O)[C@@H](O)/C=C/C(=O)O1	-4.7%
COc1ccc(-c2coc3c(C(=O)Nc4cc(OC)c(OC)c(OC)c4)cccc23)c(C)c1	-54.9%
Cn1ccc2c(-c3ccc(CO)cc3)cc3c(c21)C1CCC3O1 (centres undefined)	13.9%
Cc1cccc(C)c1NC(=O)C(c1ccccc1OC(F)(F)F)N1CCN(C/C=C/c2ccccc2)CC1 (centres undefined)	0.0%
COCCN(CCOC)Cc1cc(=O)oc2ccc3ccccc3c12	-9.2%
COc1ccccc1CNC(=O)Nc1nc(C(N)C(C)C)cs1 (centres undefined)	-20.2%
CCOc1ccc(CCNC(=O)COC(=O)c2n[nH]c3ccccc23)cc1OCC	2.0%
Cc1ccc(S(=O)(=O)N2CCC(C(=O)OCC(=O)N(Cc3ccccc3)C(C)C)CC2)cc1C	17.8%
CCCCNC(=O)c1nc(C2CCN(S(=O)(=O)c3c(F)cccc3F)CC2)oc1-c1cccc(C(F)(F)F)c1	4.0%
CC1CCN(C(=O)c2ncn3c2c(=O)[nH]c2cccnc23)CC1	8.3%
COCC(=O)N1CCCC(C)(C(=O)Nc2cccc(Oc3ccccc3)c2)C1 (centres undefined)	18.7%
COc1cc(CNc2ncnc3c2ncn3[C@H]2CN(Cc3ccc(-c4ccccc4)cc3)C[C@@H](CO)O2)cc(OC)c1OC	-68.1%
CCN(CC)C(=O)C1=C(C)N(CCC2=CCCCC2)C(=O)C(CC(=O)NCCc2ccccn2)C1 (centres undefined)	2.6%
Cc1ccccc1C#CC1=CC(=O)CC(C)(C)C1	4.2%
Nc1ncnc2c1ncn2[C@@H]1O[C@H](C(=O)N2CCC[C@@H]2C(=O)OCc2ccccc2)[C@@H](O)[C@H]1O	9.8%
OC(c1ccccc1)c1nc(-c2csc3ccccc23)cs1 (centres undefined)	18.6%
CC(=O)Nc1cccc2cc(S(=O)(=O)O)ccc12	5.9%
CCC(C)[C@H]1CNC(=O)C(=O)N1CCc1cccc(F)c1 (some centres undefined)	0.0%
COc1ccc(OC2(C)CCN(Cc3ccccc3OC(F)F)C2)cc1 (centres undefined)	9.2%
CCc1cccc(CC)c1NC(=O)C(CC)Sc1nc2ccsc2c(=O)n1CCC(=O)O (centres undefined)	-4.0%
COc1ccc(C=CC(=O)c2ccc(OC)c(OC)c2)cc1O	-1.9%
COCCNC(=O)C1(C)CCCN(C(=O)c2cccc(C#N)c2)C1 (centres undefined)	13.0%
NC(=O)Nc1ccc(/C=C/c2ccnc3ccccc23)cc1	9.2%
CC1(C)N=C(N)N=C(N)N1c1ccc(OCC(=O)Nc2ccccc2)c(Cl)c1	-44.8%
Cc1ccc(N2CC(C(=O)Nc3cc(S(=O)(=O)N4CCCCC4)ccc3C)CC2=O)cc1 (centres undefined)	-42.0%
COc1ccc(NC(=O)COC(=O)C2COc3ccccc3O2)cc1 (centres undefined)	-7.9%
C[C@H](CO)N1C[C@H](C)[C@H](CN(C)C(=O)NC2CCCCC2)Oc2cc(-c3cccnc3)ccc2S1(=O)=O	-8.7%
CCOC(=O)[C@]12CCC=C1N(Cc1ccc3c(c1)OCO3)C(=O)[C@H](CC(=O)NCc1ccc(C)o1)C2	15.1%
CCc1cccc(CC)c1N1C(=O)CSCC1=O	5.7%
O=C(NC(c1ccc(F)cc1)c1ccc2ccccc2n1)C1CCN(CCOc2ccc(Cl)cc2Cl)CC1 (centres undefined)	-73.2%
O=C(c1[nH]c(C(F)(F)F)nc1-c1ccccc1)N1CCN(c2c(Cl)cncc2Cl)CC1	18.2%
O=C1NC[C@H](c2ccccc2)N(CCCCC2CCCCC2)C1=O	8.7%
S=C(NCCc1ccccc1)N1CCC2CC1c1cc(-c3ccc4c(c3)OCO4)ccc12 (centres undefined)	-31.5%
CCCCCCCOc1ccc(CC(=O)NO)cc1	-33.9%
CC(C)Nc1nc(Nc2ccccc2Cl)c2sccc2n1	0.0%
OC(c1ccc(Cl)c(Cl)c1)c1ncc(-c2ccc(C(F)(F)F)cc2)[nH]1 (centres undefined)	-24.8%
Cn1cnc(S(=O)(=O)N2CCCCC2c2cc(C(=O)NCc3ccc(F)cc3)no2)c1 (centres undefined)	3.1%
N#CC(c1ccccc1)C(CC(=NO)c1ccccc1)c1ccccc1 (centres undefined)	-26.0%
Cc1ccccc1S(=O)(=O)NC(=O)C1(C)CCN1C(=O)C1(c2ccc(Cl)cc2)CCC1 (centres undefined)	3.8%
CCOC(=O)C1=NN2C(O)C3(C)CC(C(=O)OCC)=NN3C(O)C2(C)C1 (centres undefined)	8.5%
O=C(COC(=O)c1cccc(Br)c1)Nc1cccc(S(=O)(=O)N2CCCCC2)c1	-0.4%
Cc1cn([C@H]2C[C@H](O)[C@@H](/C=C/C(=O)NCCc3cccnc3)O2)c(=O)[nH]c1=O	11.8%
CCCCN(C=O)c1c(CC)nc2c(OCC(=O)N3CCOCC3)cccn12	20.6%
COc1cc(CNc2nccn3ccnc23)cc(OC)c1	-41.4%
COC(=O)[C@H]1C[C@@]2(O)CN(S(=O)(=O)c3ccc(C)cc3)C[C@@]2(OC(=O)Nc2c(C)noc2C)C[C@H]1C(=O)OC	7.9%
CC1(C(=O)NS(=O)(=O)c2cccc(OC(F)F)c2)CCN1C(=O)COc1ccc(Cl)cc1 (centres undefined)	12.2%
CCOC(=O)C1CCCN(C(=O)c2sc(-c3ccccc3)nc2C)CC1 (centres undefined)	4.5%
CC(=O)Nc1cccc(-c2ccnc3c2CC(C(=O)NCc2ccc(N(C)C)cc2)O3)c1 (centres undefined)	0.8%
CC(=O)C1=CCC(c2ccc(F)cc2)N(S(=O)(=O)c2ccc(C)cc2)C1 (centres undefined)	-0.2%&0.0%
Nc1[nH]c(C(=O)c2ccccc2)c(-c2ccccc2C(F)(F)F)c1C(=O)NCCc1c[nH]c2ccccc12	-55.1%
C[C@H]1CN([C@@H](C)CO)C(=O)CCCn2cc(nn2)CO[C@@H]1CN(C)S(=O)(=O)c1ccc2ccccc2c1	17.5%
Cc1ccsc1C(=O)N1CCC1(C)C(=O)NCc1cccnc1 (centres undefined)	19.4%
C[C@H](NC(=O)CC[C@H]1O[C@@H](n2ccc(=O)[nH]c2=O)[C@H](O)[C@@H]1O)c1cccc2ccccc12	-9.0%
CCCNC(=O)c1cc(C2CCCCN2S(=O)(=O)c2cccc3cccnc23)on1 (centres undefined)	7.1%
CC(C)(C)n1nnnc1C1c2ccccc2C(=O)N1CCc1c[nH]c2ccccc12 (centres undefined)	2.2%
O=C1NC[C@H](CCCCN2C[C@H](Cc3ccccc3)N(CC3CCCCC3)C(=O)C2=O)N(CC2CCCCC2)C1=O	-7.5%
c1ccc(OC2CCCCC2N2CCOCC2)cc1 (centres undefined)	1.6%

(next part)
structure	BRCA1 expr act
COc1ccc(-c2nc3ccc(C)cn3c2CC2CCCCC2)cc1OC	3.6%
CCCCN(C=O)c1c(CC)nc2ccc(C(=O)NCCCN3CCCC3=O)cn12	0.0%
Cc1nc(C(F)(F)F)ccc1C(=O)N1CCC1(C)C(=O)NS(C)(=O)=O (centres undefined)	0.0%
CC(=O)c1cccc(-c2ccnc3c2CC(C(=O)Nc2cccc(OC(F)(F)F)c2)O3)c1 (centres undefined)	-37.1%
COc1ccc(C)cc1NC(C)C(=O)c1c[nH]c2ccccc12 (centres undefined)	-22.6%
COCc1cccc(-c2csc(C(C)(NC(C)=O)c3ccccc3)n2)c1 (centres undefined)	17.3%
NC(c1csc(NC(=O)Nc2ccc(OC(F)(F)F)cc2)n1)C1CCCCC1 (centres undefined)	0.0%
CCCCCC(=O)N1C[C@H](O)[C@@H](n2cc(COC(=O)c3ccccc3)nn2)C[C@@H]1c1ccccc1	-2.8%
CC1CCCCC1NC(=O)c1cc(Cl)nc2ccccc12 (centres undefined)	-14.2%
O=C(NCc1cccnc1)c1cc(C2CCCN(C(=O)CCCc3ccccc3)C2)on1 (centres undefined)	-6.8%
CCc1ccc(C(O)c2ncc(-c3ccc(C(F)(F)F)cc3)[nH]2)cc1 (centres undefined)	7.2%
CC1(C(=O)Nc2ccc3c(c2)OCCO3)CCN1Cc1ccc(-c2ccccn2)cc1 (centres undefined)	7.6%
CN(CC(=O)Nc1ccc(Cl)c(C(F)(F)F)c1)C(=O)C1CC(=O)N(c2ccc3c(c2)OCCO3)C1 (centres undefined)	-5.7%
O=C(CCNC(=O)c1ccccc1Cl)Nc1ccc(S(=O)(=O)N2CCOCC2)cc1	-11.2%
CN(C)c1ccc(/C=C/c2ccnc3ccccc23)cc1	49.3%
COc1ccc(C#Cc2cccc(-c3nc(C(=O)NCc4ccc(Oc5ccccc5)cc4)cc4c3[C@@H](CCO)N(S(=O)C(C)(C)C)C4)c2)cc1OC (some centres undefined)	-51.7%
CCc1ccc(C(O)c2ncc(-c3cccc(OC)c3)[nH]2)cc1 (centres undefined)	-8.1%
CC[C@H](NC(=O)CC[C@H]1O[C@@H](n2cnc3c(NC(=O)c4ccccc4)ncnc32)[C@H](O)[C@@H]1O)c1ccccc1	8.3%
CCc1nc2c(OCC3CCCCC3)cccn2c1N(C)C(=O)c1ccc(C)cc1	-25.5%
CC(=O)c1ccc(-c2cnc3c(NC=O)cc(-c4ccc(N5CCN(C)CC5)cc4)cn23)cc1	24.3%
Cc1cc(C(=O)NNC(C)Cc2ccccc2)no1 (centres undefined)	1.2%
CCN(CC)C(=O)c1cccc(-c2csc(C(C)(O)c3ccc(OC)cc3)n2)c1 (centres undefined)	-56.8%
COc1ccc(NC(=O)N(C)[C@H]2C[C@H]3c4[nH]c5ccc(-c6ccc(OC)cc6)cc5c4CCN3C[C@H]2[C@H](C)O)cc1	-78.3%[inhibitor]
CCCCN(C(C)=O)c1c(CC)nc2ccc(C(=O)Nc3cccc(OCC(=O)N(C)C)c3)cn12	11.9%
COc1cccc(/C=C/c2cnc3ccccc3n2)c1OC	?
CCCCN(C)c1c(C)nc2ccc(C(=O)NCCCn3ccnc3)cn12	1.7%
COc1ccc(CCCNC(=O)C2(C)Cc3c(-c4ccc(NC(C)=O)cc4)ccnc3O2)cc1 (centres undefined)	-37.8%
CC1CCCCC12NC(=O)N(CC(=O)N1CCN(S(=O)(=O)c3ccc(Cl)s3)CC1)C2=O (centres undefined)	6.4%
O=C(OCc1cn([C@@H]2C[C@H](c3ccc(Cl)cc3)N(C(=O)c3cccs3)C[C@H]2O)nn1)c1ccccc1	-27.2%
CCCCCCN1C[C@@H](O)[C@H](n2cc(COC(=O)c3ccccc3)nn2)C[C@@H]1c1ccc(OC)cc1	4.2%
CN(C)c1ccc(/C=C\C=C/c2ccnc3ccccc23)cc1	6.1%

Structures from the list above containing a cyano group:
structure	BRCA1 expr act
COCCNC(=O)C1(C)CCCN(C(=O)c2cccc(C#N)c2)C1 (centres undefined)	13.0%
N#CC(c1ccccc1)C(CC(=NO)c1ccccc1)c1ccccc1 (centres undefined)	-26.0%
